Source: PubChem (several laboratories)
KCNK3 block: human KCNK3 channel inhibition, primary screen. O14649. AID 602410. CHO-KCNK3 thallium flux, FluxOR fluorescence; active compounds read low. B-score at 10 µM. 340,000 compounds, 0.84% hits;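 active means B-score under library mean minus 4 SD, starting fluorescence ratio at most library mean plus 5 SD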;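 further: more negative B-score means stronger inhibition of thallium flux through KCNK3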
Target sequence (O14649 whole entry, looked up): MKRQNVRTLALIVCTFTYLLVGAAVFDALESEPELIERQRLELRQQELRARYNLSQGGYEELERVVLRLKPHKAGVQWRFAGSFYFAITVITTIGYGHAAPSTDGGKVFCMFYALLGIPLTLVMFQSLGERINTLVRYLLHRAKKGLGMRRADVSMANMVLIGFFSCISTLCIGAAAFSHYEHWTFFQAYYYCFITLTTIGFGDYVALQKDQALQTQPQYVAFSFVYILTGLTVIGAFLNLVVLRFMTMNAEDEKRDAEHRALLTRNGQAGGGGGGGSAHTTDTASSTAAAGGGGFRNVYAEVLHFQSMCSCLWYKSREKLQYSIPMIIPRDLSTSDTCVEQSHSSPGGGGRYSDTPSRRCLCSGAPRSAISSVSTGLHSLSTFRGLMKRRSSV
Dyrk1A ADPGlo: inhibitors of rat Dyrk1A kinase | Q63470 | ADP-Glo luminescence, NFATc1 peptide | inhibition, % at 12.5 µM | 310,000 compounds, 0.43% hits; in the data active means inhibition above about 50%;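 further: plate controls were vehicle with enzyme for no effect and no enzyme for full effect; many of its hits are not listed in these tables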
* = called active by the depositor; i = inactive.

The line under a structure holds: KCNK3 block	Dyrk1A ADPGlo
1	OC[C@@H]1[C@@H](c2ccc(F)cc2)C(c2cccc(Cl)c2)=NN1c1ccccc1
  i	4
2	CCOc1ccc(N(C)S(=O)(=O)c2ccc(C)c(C(=O)NCCc3ccc(OC)cc3)c2)cc1
  i	-3
3	CCOC(=O)C1=CN(CC)S(=O)(=O)NC1c1cccc(OC)c1 (configuration not stated)
  i	-1
4	COC(=O)c1ccc2c(c1C(=O)OC)CN(S(=O)(=O)C(C)(C)C)[C@@H]2CCO
  i	-2
5	O=C1C[C@@H]2CCN3C(=O)CCC[C@@H]([C@H]23)[C@H]1Cc1ccccc1
  i	1
6	Cc1cc(N2O[C@H]3C=C[C@@H]2C3)no1
  i	-4
7	N#Cc1ccccc1S(=O)(=O)N1CCN(CC(=O)Nc2ccnn2C2CCCC2)CC1
  i	3
8	O=C(ONC(=O)C1CCCCC1C(=O)NOC(=O)c1ccccc1)c1ccccc1 (configuration not stated)
  i	3
9	O=c1[nH]c2nc(Br)[nH]c(=O)c2[nH]1
  i	-1
10	Cc1ccccc1NC(=O)COC(=O)c1ccc2c(c1)C(=O)N(CCCN1CCOCC1)C2=O
  i	2
11	Cc1cc(C)n2nc(/C(C#N)=C/c3ccccc3)c(C#N)c2n1
  i	-1
12	COC(=O)c1cc(C(=O)OCC(=O)c2ccc3c(c2)NC(=O)CO3)cc([N+](=O)[O-])c1
  i	3
13	O=C1CSc2cc(Cl)ccc2N1
  i	12
14	O=C(COC(=O)Cn1cnc2ccccc2c1=O)NCc1ccccc1
  i	11
15	COc1cc(OC)cc(C(=O)NNC(=O)c2ccc3ccccc3n2)c1
  i	0
16	CCOC1CCCC(n2cnc3c(=S)nc[nH]c32)O1 (configuration not stated)
  i	4
17	CSc1nc(N)nc2c1ncn2C1OC(CO)C(O)C1O (configuration not stated)
  i	0
18	CC(SC(C)C(=O)NN=Cc1cccc(Cl)c1)C(=O)NN=Cc1cccc(Cl)c1 (configuration not stated)
  i	-3
19	COc1ccc(CNC(=O)c2ccc3c(=O)n4c(nc3c2)CCCCC4)cc1OC
  i	1
20	CSc1ncnc2[nH]ncc12
  i	-1
21	Cc1ccc(NC(=O)c2ncn(CCCN3CCN(c4ncccn4)CC3)n2)cc1C
  i	-4
22	CC12CC3OC3CC1CCC1C2CCC2(C)C1CCC21OCCO1 (configuration not stated)
  i	10
23	O=C(CCCOC(=O)c1ccc(O)cc1O)c1ccc(Br)cc1
  i	4
24	CN(CC(=O)Nc1ccccc1Cl)C(=O)Cn1cnc2ccccc2c1=O
  i	9
25	O=C1C(=NO)CCc2ccccc21
  i	6
26	COc1cc2c(cc1OC)C(O)C(O)(CO)C(C(=O)O)C2c1cc(OC)c(OC)c(OC)c1 (configuration not stated)
  i	-2
27	O=C(COc1ccc([N+](=O)[O-])cc1Cl)N(C1CCCCC1)C1CCS(=O)(=O)C1 (configuration not stated)
  i	5
28	Cc1ccc(S(=O)(=O)N2CCOCC2)cc1NC(=O)CNc1ccccc1N1CCCC1=O
  i	0
29	CCOC(=O)C(NC(=O)c1ccccc1)C(C)(C)SCc1ccccc1 (configuration not stated)
  i	1
30	COc1cccc(C=NNc2ccc([N+](=O)[O-])cn2)c1OC
  i	-1

An excerpt of these results, with values ahead of the structure.
no.	KCNK3 block	Dyrk1A ADPGlo	SMILES
10	i	2	Cc1ccccc1NC(=O)COC(=O)c1ccc2c(c1)C(=O)N(CCCN1CCOCC1)C2=O
11	i	-1	Cc1cc(C)n2nc(/C(C#N)=C/c3ccccc3)c(C#N)c2n1
12	i	3	COC(=O)c1cc(C(=O)OCC(=O)c2ccc3c(c2)NC(=O)CO3)cc([N+](=O)[O-])c1
13	i	12	O=C1CSc2cc(Cl)ccc2N1

Going on with the list.
The line under a structure holds: KCNK3 block	Dyrk1A ADPGlo
31	COc1ccc(NC(=O)COC(=O)c2cccc(S(=O)(=O)N(C)C)c2)cc1
  i	0
32	Cc1ccc(NC(=O)N(O)C2CCCCC2C#N)cc1 (configuration not stated)
  i	-4
33	Cc1ccc(Nc2n[nH]c(=S)s2)cc1F
  i	-2
34	O=C(/C=C/c1cccs1)c1ccco1
  i	-3
35	Cc1cc(=O)[nH]c2[nH][nH]c(=O)c12
  i	-2
36	S=c1nc[nH]c2c1ncn2-c1ccccc1
  i	-5
37	CC(=O)NC12CC3CC(C1)CC(C(=O)N1CCN(S(=O)(=O)c4cccc([N+](=O)[O-])c4)CC1)(C3)C2
  i	13
38	CCOc1ccccc1OCCCC(=O)N1CCN(S(=O)(=O)c2cc(F)ccc2F)CC1
  i	-11
39	O=S1c2ccccc2Oc2ccccc21
  i	4
40	C[C@H](CO)N1C[C@H](C)[C@@H](CN(C)Cc2ccc(C(=O)O)cc2)Oc2ccc(NC(=O)Cn3cnnn3)cc2C1=O
  i	-1
41	CC(OC(=O)c1cccc(S(=O)(=O)N(C)C)c1)C(=O)NCC(=O)Nc1ccc(F)c(F)c1F (configuration not stated)
  i	1
42	COc1cccc(N2C(=O)CC(N3CCN(S(=O)(=O)c4ccccc4[N+](=O)[O-])CC3)C2=O)c1 (configuration not stated)
  i	9
43	CC1CCN(C(=O)COC(=O)CCC(=O)c2cccs2)CC1
  i	2
44	CC(Sc1nc2ccccc2c(=O)n1CCCN1CCOCC1)C(=O)N1CCc2ccccc21 (configuration not stated)
  i	-5
45	CCOC(=O)C1=CN(Cc2cccc(-c3ccc(Cl)nc3)c2)S(=O)(=O)N(C)C1C (configuration not stated)
  i	-2
46	COC(=O)CCCC(=O)OC
  i	16
47	COc1ccc(NC(=O)c2oc3ccccc3c2NC(=O)c2ccc(OC)c(OC)c2)c(OC)c1
  i	0
48	COc1cc(C(C)=NNC(=O)c2ccncc2)ccc1O
  i	-4
49	CCOC(=O)C1CCN(C(=O)c2ccc(NS(=O)(=O)c3ccc4[nH]c(=O)[nH]c4c3)cc2)CC1
  i	7
50	COc1ccccc1C=CC(=O)C=Cc1ccccc1OC
  i	-3
51	CCOc1ccc(NC(=O)CN(C)C(=O)c2sccc2-c2ccccc2)cc1OCC
  i	10
52	COc1cc(C)cc2c1OC(c1ccccc1)CC2=O (configuration not stated)
  i	2
53	O=S(=O)(c1ccc(S(=O)(=O)N2CCN(C3CCCCC3)CC2)cc1)N1CCCCCC1
  i	-4
54	CCCCN(C(=O)c1cc2c(s1)CCC2)c1c(N)n(CCC)c(=O)[nH]c1=O
  i	-4
55	Brc1cc(Br)c2nc(-c3ccc(N4CCOCC4)cc3)ccc2c1
  i	-4
56	CCC1CC(=O)CCN1S(=O)(=O)c1ccc(C)cc1 (configuration not stated)
  i	4
57	Cc1noc(C)c1CC(=O)Nc1ccc2c(c1)OCO2
  i	0
58	COc1ccccc1OCCNc1ccc(S(=O)(=O)N2CCCC2)cn1
  i	-2
59	CCCCN(C(=O)c1cc(-c2ccc(F)cc2)nc2ccccc12)c1c(N)n(CCCC)c(=O)[nH]c1=O
  i	-1
60	COc1ccc(C2CC(c3cccc(F)c3)=NN2c2ccc(S(N)(=O)=O)cc2)cc1 (configuration not stated)
  i	-1
61	Cc1ccc(CC(NC(=O)C2CCCCC2)C(=O)O)cc1 (configuration not stated)
  i	-2
62	C[C@@H](NS(=O)(=O)c1cc(Cl)ccc1F)[C@H](O)c1ccccc1
  i	1
63	CC1CCN(C(=O)CCCl)c2ccccc21 (configuration not stated)
  i	-9
64	OCCN(CCO)c1cc2c3ccccc3ccc2c2ccccc12
  i	28
65	COc1ccc(C(=O)CSc2nc(=O)n(Cc3cccnc3)c3c2CCC3)cc1
  i	-4
66	CC(C)[C@H]1COCCS(=O)(=O)N1Cc1ccccc1-c1ccc(C(C)(C)C)cc1
  i	2
67	N#Cc1ccc(CC(=O)c2ccccc2)[nH]c1=O
  i	1
68	CN(C)CCCN1c2ccccc2Sc2ccc3ccccc3c21
  i	7
69	Cc1noc(C)c1NC(=O)Nc1ccc2c(c1)C(=O)N([C@H](C)CO)C[C@H](C)[C@@H](CN(C)C(=O)Nc1ccccc1)O2
  i	-4
70	CN(C)S(=O)(=O)c1ccc(C(=O)N2CCN(S(=O)(=O)c3ccc4c(c3)OCCO4)CC2)cc1
  i	0
71	CCN(CC)c1ccc(C(=C2C=CC(=[N+](CC)CC)C=C2)c2ccc(N(CC)CC)cc2)cc1
  -12*	31
72	CC(=NO)C1CCC2C3CCC4=CC(=NO)CCC4(C)C3C(O)CC12C (configuration not stated)
  i	7
73	O=C(O)c1ccc(NCc2nc3cc4ccccc4cc3[nH]2)cc1
  i	11
74	CC[C@]12C(=O)N(C)C[C@H]([C@@H]3C(=O)N(Cc4ccccc4)C(=O)[C@@H]31)N2C(=O)c1ccc(C(C)(C)C)cc1
  i	3
75	CCCCN1C(=O)N(CCc2ccc(F)cc2)S(=O)(=O)c2cc(C(F)(F)F)ccc21
  i	-5
76	CC1CCCC(C)N1C(=O)COC(=O)c1cccc(S(=O)(=O)N(C)c2ccccc2)c1 (configuration not stated)
  i	-7
77	CCC(C)n1c(C)cc(=O)n1C(C)CC (configuration not stated)
  i	-4
78	O=C(C1CC(=O)N(C2CCCC2)C1)N1CCN(c2cccc(C(F)(F)F)c2)CC1 (configuration not stated)
  i	-2
79	O=[N+]([O-])c1cc([N+](=O)[O-])c(Oc2cccc3ccccc23)cc1NN1CCCCC1
  i	-11
80	CC1(C2(O)CCCCC2)NCCc2ccccc21 (configuration not stated)
  i	1
81	Cc1ccc(S(=O)(=O)NCCNS(=O)(=O)c2ccccc2Br)cc1
  i	-1
82	CC(Cc1ccccc1)=NNS(=O)(=O)c1ccc([N+](=O)[O-])cc1
  i	5
83	CCCN(CCC)C(=O)C(c1ccccc1)C1(O)CCCCC1 (configuration not stated)
  -8.9*	3
84	Cc1cccc(C=NOCCc2ccccc2)n1
  i	2
85	CSCCC1NC(=O)C(C(C)=Nc2ccccc2)=C1O (configuration not stated)
  i	2
86	O=C(COc1cc(F)ccc1[N+](=O)[O-])Nc1cc(S(=O)(=O)N2CCCC2)ccc1Cl
  i	9
87	CCN(C[C@H]1N[C@@](C)(C(=O)OC)[C@H]2C(=O)N(Cc3ccccc3)C(=O)[C@@H]12)C(=O)Nc1ccccc1
  i	0
88	O=C1CSC(=S)N1/N=C/c1ccc(O)c([N+](=O)[O-])c1
  i	91*
89	COc1cc(/C=C(\C(=O)O)c2ccc(S(=O)(=O)N3CCCC3)s2)ccc1OCCC(C)C
  i	3
90	O=[N+]([O-])c1ccc2[nH]c(=S)[nH]c2c1
  i	15

Further results follow.
The line under a structure holds: KCNK3 block	Dyrk1A ADPGlo
91	C=CC[C@@H](CC(=O)NCCO)C(=O)N[C@@H](COC(=O)[C@@H](CC=C)Cc1ccc(F)cc1)Cc1ccccc1
  i	8
92	CCSc1nc(N)nc2c1ncn2C1OC(CO)C(O)C1O (configuration not stated)
  i	-8
93	CCC(CC)NC(=O)CN1CCN(S(=O)(=O)c2ccc(Br)s2)CC1
  i	-2
94	COc1ccc2[nH]c3c(c2c1)CCN1C(=O)C(CC(=O)NCCC2=CCCCC2)C[C@H](C(=O)N2CCOCC2)[C@@]31CCC1CCCC1 (some centres not stated)
  i	-5
95	C=CCC[C@H](Cc1ccc(F)cc1)C(=O)OC[C@H]1CCCN1C(=O)[C@@H](CC=C)CC(=O)NCCO
  i	1
96	CCCCCCCCN1N=N[C@H]2[C@H]1[C@@H]1C[C@H]2N(C(=O)OC(C)(C)C)O1
  i	1
97	CC1CN(C(=O)COC(=O)CSc2ccc([N+](=O)[O-])cc2)CC(C)O1 (configuration not stated)
  i	-5
98	Cc1ccc(C(=O)NCC(=O)OCC(=O)NC(C)C2CC3CCC2C3)cc1 (configuration not stated)
  i	14
99	CN(Cc1ccccc1)CC1C2CCC(C2)C1O (configuration not stated)
  i	1
100	CC(C)=CCC[C@](C)(O)C1CC[C@]2(C)C1[C@H](O)CC1[C@@]3(C)CC[C@H](O[C@@H]4O[C@H](CO)[C@@H](O)[C@H](O)[C@H]4O[C@@H]4O[C@H](CO)[C@@H](O)[C@H](O)[C@H]4O)C(C)(C)C3CC[C@]12C (some centres not stated)
  i	6
101	O=C(CCN1C(=O)C2CC=CCC2C1=O)Nc1ccc(S(=O)(=O)N2CCCCC2)cc1 (configuration not stated)
  i	8
102	O=C(NC1(C(=O)O)CCCC1)c1ccccc1
  i	3
103	CC(=O)OCC(=O)C1(O)CCC2C3CCC4=CC(=O)CCC4(C)C3C(O)CC21C (configuration not stated)
  i	3
104	c1ccc2cc3c(NCCN4CCOCC4)ccnc3cc2c1
  i	9
105	CN(C)C(=O)CCc1ccc2c3c([nH]c2c1)[C@]1(C)[C@@H](C(=O)N2CCOCC2)C[C@H](CC(=O)NC(C)(C)C)C(=O)N1CC3
  i	4
106	COC(=O)c1ccc(/C=C2\SC(=S)N(CCCC(=O)N3CCOCC3)C2=O)cc1
  i	-3
107	CC(=O)Nc1ccc(S(=O)(=O)NCCC(=O)OCC(=O)NC(C)c2ccc(Cl)cc2)cc1 (configuration not stated)
  i	-2
108	CC#CCN1C=C(C(=O)OCC)C(C)N(Cc2ccc(Br)cc2)S1(=O)=O (configuration not stated)
  i	-2
109	Cc1ccc(OCCC(=O)OCC(=O)Nc2ccc(C)c(S(=O)(=O)N3CCOCC3)c2)cc1
  i	-1
110	CCCCCCC[C@@H](C/C=C/CCC(=O)O)OC
  i	7
111	Cc1ccc(NC(=O)CCN2C(=O)NC3(CCCC3)C2=O)cc1
  i	3
112	Cc1ccc(NC(=O)CSc2nnc(-c3ccc(S(=O)(=O)N4CCCC4)cc3)o2)cc1C
  i	-22
113	Nc1ccn(C2CCCO2)c(=O)n1 (configuration not stated)
  i	-2

Complete entries, quoted from the list. Order of screens: KCNK3 block | Dyrk1A ADPGlo
`CCC(C)n1c(C)cc(=O)n1C(C)CC` (configuration not stated) is entered as i | -4
`COc1ccc(C2CC(c3cccc(F)c3)=NN2c2ccc(S(N)(=O)=O)cc2)cc1` (configuration not stated) is entered as i | -1

Structures listed so far with a CF3 group:
The line under a structure holds: KCNK3 block	Dyrk1A ADPGlo
75	CCCCN1C(=O)N(CCc2ccc(F)cc2)S(=O)(=O)c2cc(C(F)(F)F)ccc21
  i	-5
78	O=C(C1CC(=O)N(C2CCCC2)C1)N1CCN(c2cccc(C(F)(F)F)c2)CC1 (configuration not stated)
  i	-2

A portion of the library. The share of hits here may be higher or lower than overall.
